Compound activity: PubChem BioAssay, MTDP
RNase H inhibition – RNase H inhibition, HIV 1 Gag Pol polyprotein, FRET biochemical assay, screening (AID 372); HIV-1 RT RNase H, FRET RNA/DNA substrate fluorescence; higher % means a stronger effect; inhibition, % at 10 µM; hits with a dose series show IC50 in µM; 0.77% of 100,000 active; in the data active = inhibition above about 50%
Active calls of the source: *. The list is partial, so the mix of outcomes need not match the whole.

SMILES | RNase H inhibition
c1ccc(CNn2c(CN3CCOCC3)nc3ccccc32)cc1 | 21.0%
Cc1sc2nc(-c3ccco3)oc(=O)c2c1C | 5.0%
Cc1ccc(S(=O)(=O)N(C)CC(=O)NCCCO)cc1 | 13.0%
CCOc1ccc(N2C(=O)NC(=O)/C(=C\c3ccc(OC)cc3C)C2=O)cc1 | 3.0%
COc1ccc(Cl)cc1N(CC(=O)N1CCCCC1)S(=O)(=O)c1ccccc1 | 11.0%
O=[N+]([O-])c1ccccc1N/C(=N/S(=O)(=O)c1ccccc1)c1ccccc1 | 7.0%
CC(C)CNC(=S)Nc1cccc(Cl)c1 | 0.0%
COc1cc(C(=O)N/C(=C/c2ccc(Br)cc2)C(=O)NCCC(=O)O)cc(OC)c1OC | 8.0%
Cc1cc(/C=C(\C#N)C(=O)Nc2ccccc2)c(C)n1-c1ccc([N+](=O)[O-])cc1 | 10.0%
COc1ccc(/C(C)=N/NC(=O)CSCc2cccc(Cl)c2)cc1OC | 14.0%
CCOc1ccc(/C=N/N2CCN(Cc3ccccc3Cl)CC2)cc1OC | 10.0%
O=c1[nH]c(SCc2cccc3ccccc23)nc2ccccc12 | 16.0%
CCOc1ccccc1C1C(C(=O)OC2CCCCC2)=C(C)NC2=C1C(=O)CCC2 (centres undefined) | 11.0%
O=C(Nc1ccc(Br)cc1)C1CCCC1 | 0.0%
COc1ccc(NC(=O)/C(C#N)=C\c2cc(C)n(-c3ccc(Cl)c(Cl)c3)c2C)cc1 | 9.0%

Ordered by heavy-atom count (lowest first): part of the list above.
SMILES | RNase H inhibition
COc1ccc(/C(C)=N/NC(=O)CSCc2cccc(Cl)c2)cc1OC | 14.0%
CCOc1ccc(/C=N/N2CCN(Cc3ccccc3Cl)CC2)cc1OC | 10.0%
Cc1cc(/C=C(\C#N)C(=O)Nc2ccccc2)c(C)n1-c1ccc([N+](=O)[O-])cc1 | 10.0%

The main list resumes, starting 4 compounds before the break.
SMILES | RNase H inhibition
O=c1[nH]c(SCc2cccc3ccccc23)nc2ccccc12 | 16.0%
CCOc1ccccc1C1C(C(=O)OC2CCCCC2)=C(C)NC2=C1C(=O)CCC2 (centres undefined) | 11.0%
O=C(Nc1ccc(Br)cc1)C1CCCC1 | 0.0%
COc1ccc(NC(=O)/C(C#N)=C\c2cc(C)n(-c3ccc(Cl)c(Cl)c3)c2C)cc1 | 9.0%
Brc1ccc2ncnc(Nc3cccc4ccccc34)c2c1 | 0.0%
CCC1CCc2c(sc(NC(=O)Nc3ccccc3)c2C(N)=O)C1 (centres undefined) | 30.0%
CC1CCN(C(=O)/C=C/c2ccc([N+](=O)[O-])cc2)CC1 | 6.0%
CCCOc1ccc(C(=O)Nc2ccc(Cl)cn2)cc1 | 6.0%
CCc1ccc2oc(-c3cccc(NC(=O)c4ccc(Cl)cc4Cl)c3)nc2c1 | 23.0%
CC/C(C)=N/NC(=O)C(C)Sc1ccccc1 (centres undefined) | 6.0%
C=CCNC(=O)c1cc([N+](=O)[O-])ccc1Cl | 14.0%
COc1ccccc1OCCCSC#N | 2.0%
Cc1onc(-c2c(F)cccc2Cl)c1C(=O)Nc1cccc(C(F)(F)F)c1 | 7.0%
O=C1C2CC=CCC2C(=O)N1c1ccc(Cl)cc1 (centres undefined) | 1.0%
Cc1cccc(N/C(=N\c2nc(C)cc(C)n2)NC(=O)c2ccccc2)c1 | 2.0%
CCC(C)OC(=O)C1=C(C)NC2=C(C(=O)CC(c3ccccc3)C2)C1c1cccc2ccccc12 (centres undefined) | 9.0%
COc1ccc(-c2csc(Nc3ccc(N)cc3)n2)cc1OC | 18.0%
N/C(=C/C(=O)c1ccc(Cl)cc1)C(F)(F)F | 8.0%
CC1CCCCN1S(=O)(=O)c1ccc(Cl)c([N+](=O)[O-])c1 (centres undefined) | 15.0%
Cc1c(NC(=O)COc2ccc(Br)cc2)cccc1-c1nc2cc(Cl)ccc2o1 | 41.0%
Cn1nnnc1SCc1c(Cl)cccc1Cl | 12.0%
CC(C)C1=NN2C(=N)/C(=C/c3ccc(-c4ccc([N+](=O)[O-])cc4)o3)C(=O)N=C2S1 | 9.0%
CCCCC1CCC(c2nnc(-c3ccc(Cl)cc3)o2)CC1 (centres undefined) | 0.0%
COC(=O)CSc1nc(C)cc(C)n1 | 2.0%
Cc1ccc(S(=O)(=O)c2ccc(C)c(S(=O)(=O)N3CCC(C)CC3)c2)cc1S(=O)(=O)N1CCC(C)CC1 | 15.0%
O=C(COc1ccc(Br)cc1)Nc1ccc2c(c1)OCO2 | 0.0%
COc1ccc(NC(=O)CN(c2ccc(C)cc2)S(C)(=O)=O)c(OC)c1 | 3.0%
COc1ccc(NC(=O)/C(C#N)=C/c2cc(C)n(-c3ccc(NC(C)=O)cc3)c2C)cc1 | 22.0%
Cc1cc(C)c2c(c1)C(c1ccc(O)c(C)c1)(c1ccc(O)c(C)c1)C(=O)N2 | 11.0%
Cc1ccccc1OCC(=O)Nc1cccc(-c2nc3ccccc3s2)c1 | 25.0%
Cc1ccc(/C=C2/C(=O)NC(=O)N(C3CCCCC3)C2=O)cc1 | 14.0%
CC1(C)CC(N=Cc2c(-c3ccccc3)[nH]n(-c3nc4ccccc4s3)c2=O)CC(C)(C)N1 | 31.0%
COc1ccc(C(=O)Nc2ccc(NC(C)=O)cc2)cc1[N+](=O)[O-] | 5.0%
O=C(CNC(=O)c1ccccc1)c1ccc(Cl)cc1 | 9.0%
O=c1c2ccccc2nc(SCCc2ccccc2)n1-c1ccccc1 | 7.0%
O=C(NNC(=O)c1ccc2c(c1)OCO2)NC1CCCCC1 | 1.0%
COc1cc(/C=N/n2cnnc2)ccc1Oc1ccc(C(F)(F)F)cc1[N+](=O)[O-] | 12.0%
COc1ccc(NC(=O)Cc2ccccc2)cc1OC | 0.0%
Cc1cc(C)c(/C(O)=C/c2nc3ccccc3oc2=O)c(C)c1 | 0.0%
COc1cc([N+](=O)[O-])ccc1NC(=S)NC(=O)c1cccc(Cl)c1 | 13.0%
COC(=O)C1=C(C)NC(=O)NC1c1ccc(-c2ccc([N+](=O)[O-])cc2)o1 (centres undefined) | 9.0%
CC1(C)CC(=O)C2=C(C1)NC1=C(C(=O)CC(C)(C)C1)C2c1ccccc1 | 7.0%
COc1ccc(-n2nnnc2SCC(=O)c2ccc(Cl)cc2)cc1 | 20.0%
Cc1ccc(C)c(OCCOc2ccc(/C=C3\SC(=S)NC3=O)cc2)c1 | 43.0%
CC(=O)NC1=NC(=O)/C(=C\c2ccc(-c3cccc([N+](=O)[O-])c3)o2)S1 | 0.0%
O=C(N/N=C/c1c(F)cccc1Cl)c1ccccc1I | 11.0%
CCOc1ccc(NC(=O)c2cc(Br)ccc2Cl)cc1 | 17.0%
COc1ccccc1N1C(=O)CC(N2CCN(C(c3ccccc3)c3ccccc3)CC2)C1=O (centres undefined) | 15.0%
Cc1cc(/C=C2\C(=O)NC(=O)N(c3ccc(Br)cc3)C2=O)c(C)n1-c1cccnc1 | 2.0%
Cc1cc2c3c(c1)C1C=CCC1C(c1cccc([N+](=O)[O-])c1)N3CC1CC=CC21 (centres undefined) | 22.0%
NC(=O)c1ccc(NC(=O)CN(c2ccc(Br)cc2)S(=O)(=O)c2ccccc2)cc1 | 7.0%
CC1=C(C(=O)Nc2cccc(C)n2)C(c2ccccc2C)C2=C(CC(C)(C)CC2=O)N1 (centres undefined) | 0.0%
O=C(c1nn2c(C(F)(F)F)cc(-c3ccccc3)nc2c1Br)N1CCCCCC1 | 4.0%
CCOc1ccc(N(CC(=O)NCCSc2ccccc2)S(C)(=O)=O)cc1 | 0.0%
COc1cc(OC)cc(C(=O)Nc2cccc(-c3nc4cc(C)cc(C)c4o3)c2C)c1 | 16.0%
O=C(O)CCC(=O)Nc1ccccc1C#Cc1ccc(Br)cc1 | 5.0%
NC1=NC(=O)/C(=C\C=C\c2ccccc2)S1 | 12.0%
O=C1N=C(N2CCN(c3ccc(Cl)cc3)CC2)S/C1=C/c1ccc(O)cc1 | 27.0%
COc1ccc(C(=O)NC(=S)NCc2cccnc2)cc1Br | 16.0%
COC(=O)C1=C(C)NC2=C(C(=O)CCC2)C1c1cccc(OC)c1OC (centres undefined) | 4.0%
O=C(NC(Cc1ccccc1)c1nc2ccccc2n1Cc1ccccc1)c1ccccc1 (centres undefined) | 5.0%
CCOC(=O)c1c(NC(=O)c2cc([N+](=O)[O-])ccc2N2CCOCC2)sc2c1CCCC2 | 4.0%
CC(C)(C)c1cc(CCC(=O)NCCNC(=O)C(=O)NCCNC(=O)CCc2cc(C(C)(C)C)c(O)c(C(C)(C)C)c2)cc(C(C)(C)C)c1O | 55.0%*
Ic1ccc(N=Cc2ccc[nH]2)cc1 | 5.0%

Next part.
SMILES | RNase H inhibition
COc1ccc(CCNC(=O)COc2ccccc2OC)cc1OC | 1.0%
COc1ccc(C2CC(=O)C3=C(C2)NC(C)=C(C(=O)OCCc2ccccc2)C3c2ccccc2OC)cc1 (centres undefined) | 11.0%
CC1=NN(C(=O)c2cccc(Cl)c2)C(O)(c2ccc(Cl)cc2)C1 (centres undefined) | 23.0%
N#C/C(=C\c1cccc([N+](=O)[O-])c1)c1nc(-c2cc3cc([N+](=O)[O-])ccc3oc2=O)cs1 | 7.0%
CCc1ccc(NC(=O)CSc2nnc(-c3ccco3)n2-c2ccccc2)cc1 | 9.0%
CCC(CC)C(=O)NCCc1ccc(OC)cc1 | 0.0%
COc1ccc(S(=O)(=O)Nc2ccc(C)c(Cl)c2)cc1 | 0.0%
O=C(Nc1c[nH]c(=O)[nH]c1=O)c1cccc([N+](=O)[O-])c1 | 1.0%
CC(=O)c1c(C)nn2c3ccccc3n(C)c12 | 12.0%
CCOC(=O)c1c(NC(=O)COc2ccccc2)sc(C(C)=O)c1C | 17.0%
COc1ccc2ccccc2c1C=Nc1ccc(-c2nc3ccc(C)cc3s2)cc1 | 39.0%
COc1ccc(CCNC(=O)C(=O)Nc2ccc3c(c2)OCCO3)cc1OC | 4.0%
N#Cc1c(N)nc2c(c1-c1ccc(Br)s1)CCCCCC2 | 35.0%
O=C(Nc1ccc(Cl)c(Cl)c1)C1CC(=O)N(c2cccc([N+](=O)[O-])c2)C1 (centres undefined) | 0.0%
COc1ccc(-c2csc(NC(=O)c3ccc(S(=O)(=O)N4CCCC4)cc3)n2)cc1C | 8.0%
O=C(/C=C/c1ccccc1)NC(NCc1cccnc1)C(Cl)(Cl)Cl (centres undefined) | 5.0%
COc1cccc(CN(C)CCN(C)C)c1O | 0.0%
CCN(CC)/C(=N\S(=O)(=O)c1ccc(Cl)cc1)c1ccccc1 | 12.0%
CC(=O)C1=C(C)NC(SCC=C(C)C)=C(C#N)C1c1ccco1 (centres undefined) | 1.0%
COc1ccc(/C=N/NC(=O)CSc2nnc(-c3ccccc3)n2-c2ccccc2)cc1OC | 13.0%
C=CCN1C(=O)C(Cc2ccc(OCC)cc2)SC1=Nc1ccc(C(=O)O)cc1 (centres undefined) | 3.0%
O=C(Nc1ccc(N=Nc2ccccc2)cc1)c1ccc(Cl)cc1Cl | 9.0%
CC(C)c1ccc(C(=O)Nc2ccc(Cl)cn2)cc1 | 13.0%
C/C(=N\Nc1cc(C)nc(-c2ccccc2)n1)c1ccc(C)cc1 | 6.0%
COc1ccc(S(=O)(=O)N(CCc2ccccc2)CC(=O)Nc2cccc(Br)c2)cc1 | 15.0%
Cc1cccc(NC2=C(Cl)C(=O)N(c3ccc(C)c(Cl)c3)C2=O)c1 | 3.0%
Cc1cc(I)ccc1NC(=O)CN1C(=O)c2ccccc2C1=O | 13.0%
COc1ccccc1NC(=O)c1ccc(CN(c2ccccc2)S(C)(=O)=O)cc1 | 0.0%
COc1ccc(CCNC(=O)C(=O)Nc2ccc(OC)c(Cl)c2)cc1 | 0.0%
COc1ccc(NC(=O)c2cc(OC)c(OC)c(OC)c2)cc1OC | 0.0%
O=C(Nc1ccc(-c2ccccc2)cc1)c1ccc(Cl)cc1Cl | 11.0%
C/C(=N\Nc1cc(-n2nc(C)cc2C)nc(C)n1)c1ccc(C)cc1 | 10.0%
Clc1ccccc1/C=N/Nc1cc(N2CCCCC2)nc(N2CCCCC2)n1 | 21.0%
N#Cc1c(-c2ccc(O)cc2)c(C#N)c2nc3ccccc3n2c1N | 15.0%
COc1ccccc1N(CC(=O)NCC1CCCO1)S(=O)(=O)c1ccccc1 (centres undefined) | 5.0%
COc1cc([N+](=O)[O-])ccc1NC(=O)COc1c(C)cc(C)cc1Cl | 36.0%
N#C/C(=C/c1ccccc1)C(=O)Nc1ccc(O)cc1 | 5.0%
Cc1ccc(N=CC2=C(O)CC(C)(C)CC2=O)nc1 | 6.0%
COc1ccc(/C(C)=N/NC(=O)c2cc(-c3ccccc3)n[nH]2)cc1 | 12.0%
COc1ccc(S(=O)(=O)N(CCc2ccccc2)CC(=O)Nc2cc(Cl)ccc2OC)cc1 | 14.0%
COC(=O)N/N=C\c1cc(Br)ccc1OCc1ccccc1 | 11.0%
O=S(=O)(c1ccc(Oc2ccccc2)cc1)N1CCCC1 | 15.0%
CCc1cc(C)cc(OCCn2cc(/C=C3/SC(=S)N(C)C3=O)c3ccccc32)c1 | 10.0%
Cn1c(O)c(N=NC(=O)c2cc(Br)ccc2O)c2ccccc21 | 0.0%
CCc1ccc(NC(=O)C2CCCCC2)cc1 | 3.0%
COc1ccccc1/C=C1\C(=O)NC(=O)N(C(C)(C)C)C1=O | 16.0%
COc1ccc(S(=O)(=O)Nc2cccc(Cl)c2C)cc1OC | 4.0%
O=C(O)c1nn2c(C(F)(F)F)cc(-c3ccccc3)nc2c1Br | 5.0%
O=C(N/N=C/c1ccc([N+](=O)[O-])o1)c1cc(Br)cc(Br)c1O | 0.0%
Cc1cc2c(cc1C)-c1c(sn(-c3cccc(C(F)(F)F)c3)c1=S)C(C)(C)N2 | 16.0%
CC1=C(C(=O)Nc2ccccc2)C(c2cccs2)C(C#N)=C(SCC(=O)c2ccc(F)cc2)N1 (centres undefined) | 19.0%
COc1ccc2c(c1)CCC1=C2NC(=S)NC1c1ccc(Br)cc1 (centres undefined) | 6.0%
COc1cccc(NC(=O)/C=C/c2ccc(Cl)cc2Cl)c1 | 24.0%
CC(C)(C)NC(=O)/C(=C\c1cccs1)NC(=O)c1ccc(C(C)(C)C)cc1 | 27.0%
